# Bioassay records (PubChem BioAssay)
# SR-BI DiI-HDL act = activators of SR-BI mediated DiI-HDL uptake, primary screen, ldlA[mSR-BI] CHO cells, DiI fluorescence. 3 h; 100 = double the neutral-control signal. activation, % at 12.5 µM. actives 0.096% (n = 320,000). AID 504775, 2011;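 active means mean replicate activation of at least 60% and every replicate at or above 60%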;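 further: 0% = median plate neutral-control signal and 100% = twice that signal; values of inactives mirror those of a sister screen read the other way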
#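 Test system: SR-BI-overexpressing, LDLR-lacking CHO cells; Also added: labelled HDL, 10 µg/mL; Measured by: bottom-read cell fluorescence after medium removal, ex 550/em 595 nm; Timing: 3 h uptake period with compound, 37 °C; Buffer or medium: F12, 0.5% BSA, 25 mM HEPES; Doses: single compound concentration, delivered by pin transfer.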
# PKA-R2B activ = activators of PKA-R2B holoenzyme, primary screen, biochemical, fluorescence polarization, Cy5-IP20, human. PKA-R2B holoenzyme dissociation; R2B truncated from residue 108, S112A mutant; 0% DMSO only, 100% 113 µM cGMP. activation, % at 11.4 µM. actives 0.079% (n = 340,000). cAMP-dependent protein kinase catalytic subunit beta (Homo sapiens) + cAMP-dependent …. AID 504700, 2011;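 active means activation above a cutoff set at the mean over all compounds plus 3 SD, cut at about 18% in these data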;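 further: higher means more holoenzyme dissociation and a rise in polarization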
# Target sequence (P31323 whole entry, looked up, other chains not shown, the tested form may be a part): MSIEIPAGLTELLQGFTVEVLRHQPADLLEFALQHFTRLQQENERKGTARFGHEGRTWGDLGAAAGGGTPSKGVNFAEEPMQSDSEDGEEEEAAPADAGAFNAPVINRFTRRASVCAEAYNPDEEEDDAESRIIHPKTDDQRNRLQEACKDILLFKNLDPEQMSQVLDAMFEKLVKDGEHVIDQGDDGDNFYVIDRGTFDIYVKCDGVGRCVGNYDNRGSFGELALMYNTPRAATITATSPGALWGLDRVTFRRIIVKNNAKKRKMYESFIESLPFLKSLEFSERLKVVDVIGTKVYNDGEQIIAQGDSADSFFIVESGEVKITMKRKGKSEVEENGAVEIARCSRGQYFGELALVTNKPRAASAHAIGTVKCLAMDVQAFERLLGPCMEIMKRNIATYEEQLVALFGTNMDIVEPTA
# NSD2 inh = NSD2 histone methyltransferase inhibitors, primary screen, biochemical, AlphaScreen, single concentration, set 2; Histone-lysine N-methyltransferase NSD2 (Homo sapiens), O96028; actives 0.54% (n = 310,000); NSD2 peptide methylation, 120 min; inhibition, % at 12.5 µM; AID 743445, 2014; in the data active means inhibition above about 50%
# Arrestin-AP2 inh = inhibitors of beta-arrestin/AP2 binding, primary screen, biochemical, GPCR trafficking, flow cytometry. beta-arrestin 1 C-terminal peptide binding to AP2 beta2-adaptin appendage (human). FITC-arrestin peptide / GST-AP2 beads; AP2 beta2 appendage carries R879A mutation. inhibition, % at 10 µM. actives 0.31% (n = 340,000);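 active means inhibition above a set limit, near 3 SD of compounds lacking own fluorescence, cut at about 54% in these data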;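 further: plate controls were DMSO wells for no effect and 5 µM unlabelled arrestin peptide for full effect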
#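 Material – GST-tagged AP2 beta2-adaptin appendage (R879A) on 4 µm glutathione beads · Probe or stimulus – fluorescein-tagged arrestin peptide at 50 nM final · Timing – 12 min plus 1 h, RT · Detection – bead flow cytometry, FITC channel · Read-out basis – inhibition as reduced fluorescein signal on beads, percent · Medium – PBS plus Tween 20 (0.05%) and BSA (0.1%)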
# SUMO Mot1 rescue = yeast Mot1-301 growth rescue at high temperature, primary screen, SUMOylation pathway inhibitor project, S. cerevisiae, ATP luminescence, 38.5C; S. cerevisiae Mot1-301 growth rescue; percent above DMSO median, 100 means doubled; growth rescue, % at 18.8 µM; actives 1% (n = 320,000);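 active means every valid replicate shows activation above 250% relative to neutral control wells; inactive means the rest, any valid replicate at or below 250%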;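 further: OY570 slx delta 5 strain wells were the positive control but not used for scaling; some compounds called inactive have numbers as strong as hits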
# CDK5 p35 inh = inhibitors of human CDK5/p35 kinase, primary screen, biochemical, single concentration. Cyclin-dependent kinase 5 (Homo sapiens) + Cyclin-dependent kinase 5 activator 1 (Homo …. Recombinant CDK5/p35, ADP-Glo luminescence, 60 min. inhibition, % at 10 µM. actives 0.01% (n = 330,000). AID 488839, 2010;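 active means highest replicate inhibition of at least 50% and at least 75% of replicates reaching 50%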;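 further: plate controls were DMSO neutral control for no effect and GW8510 at 10 µM for full effect; many of its hits are not listed in these tables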
# PKA-R1A activ = activators of PKA-R1A holoenzyme, primary screen, biochemical, fluorescence polarization, Cy5-IP20, bovine R1A, mouse PKAc; cAMP-dependent protein kinase type I-alpha regulatory subunit (Bos taurus) + …; activation, % at 11.4 µM; actives 0.083% (n = 340,000); PKA-R1A dissociation; scaled: DMSO 0%, 113 µM cGMP 100%;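 active means percent activation above the mean of all tested compounds plus 3 SD, cut at about 19% in these data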;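 further: higher means more PKAc released from R1A so a rise in polarization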
# DSG3 Ab inh = inhibitors of pemphigus antibody binding to DSG3, primary screen, biochemical, bead-based, flow cytometry, scFv-GFP | DSG3-coupled beads, scFv-anti-DSG3-GFP binding; active compounds read low | binding (percent of control), % at 10 µM | actives 0.48% (n = 310,000) | AID 588358, 2011;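 active means binding more than 3 SD below its plate's average and above zero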;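 further: hits lower antibody fragment binding to DSG3; some compounds called inactive have numbers as strong as hits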
# MITF TRPM1 HTS = activators of MITF-driven TRPM1 promoter reporter, primary screen, cell-based, SK-MEL-5, luciferase, single point | actives 0.75% (n = 300,000) | AID 588334, 2011 | activation, % at 12.5 µM | SK-MEL-5 TRPM1-promoter luciferase, 24 h; % of positive control, neutral wells = 0;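 active means mean activation of at least 80% with every replicate also reaching 80%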;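 further: 0% = neutral control wells and 100% = parthenolide positive control wells; values of inactives mirror those of a sister screen read the other way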
# SR-BI HDL uptake = inhibitors of SR-BI mediated HDL lipid uptake, primary screen, ldlA[mSR-BI] cells, fluorescence, single point | Scavenger receptor class B member 1 (Mus musculus), Q61009 | ldlA[mSR-BI] CHO cells, DiI-HDL uptake fluorescence, 3 h | inhibition, % at 12.5 µM | actives 0.96% (n = 320,000) | AID 488896, 2010;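 active means mean replicate inhibition of at least 70% and a set share of replicates each scoring 70 or more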;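 further: 0% = median of neutral control wells and 100% = median of positive control wells; values of inactives mirror those of a sister screen read the other way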
# Target sequence (Q61009 whole entry, looked up): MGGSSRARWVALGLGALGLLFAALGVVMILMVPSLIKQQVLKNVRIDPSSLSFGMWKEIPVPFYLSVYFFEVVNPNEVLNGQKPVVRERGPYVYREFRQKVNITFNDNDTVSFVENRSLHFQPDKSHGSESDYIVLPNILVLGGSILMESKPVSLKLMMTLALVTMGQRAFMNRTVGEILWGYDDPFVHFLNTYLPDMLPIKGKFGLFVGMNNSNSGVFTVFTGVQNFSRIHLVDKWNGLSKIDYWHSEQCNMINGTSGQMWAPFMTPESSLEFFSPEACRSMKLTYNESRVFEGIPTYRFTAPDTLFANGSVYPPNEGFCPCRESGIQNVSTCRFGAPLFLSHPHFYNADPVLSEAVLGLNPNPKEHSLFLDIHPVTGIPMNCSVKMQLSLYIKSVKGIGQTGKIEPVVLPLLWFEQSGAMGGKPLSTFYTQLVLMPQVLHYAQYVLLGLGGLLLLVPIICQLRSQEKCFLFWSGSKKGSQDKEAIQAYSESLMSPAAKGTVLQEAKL
# dFosB activator = activators of delta FosB homodimer, primary screen, biochemical, fluorescence polarization, TAMRA-CDK5 oligo, single point; Protein FosB (Mus musculus), P13346; activation, % at 25 µM; actives 0.99% (n = 340,000); purified delta FosB; percent of positive-control signal above neutral wells;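 active means mean activation above about 17%, with every replicate also reaching it, limit read from the data, passing the limit was not always enough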;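 further: fluorescence polarization rise as delta FosB binds a TAMRA Cdk5 AP-1 oligo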
# An asterisk follows results filed as active; nt = not tested or not shown.
SMILES,SR-BI DiI-HDL act,PKA-R2B activ,NSD2 inh,Arrestin-AP2 inh,SUMO Mot1 rescue,CDK5 p35 inh,PKA-R1A activ,DSG3 Ab inh,MITF TRPM1 HTS,SR-BI HDL uptake,dFosB activator
O=C(Nc1ccccc1C(=O)NCCN1CCOCC1)c1ccc(Cl)cc1Cl,14,-5,-3,3,-4,1.2,-9,90,-4,-14,0
COC(=O)CSc1nnc(-c2sc3ccccc3c2Cl)o1,5,-1,-4,29,nt,-1.0,6,93,0,-5,-6
CNc1nc(Oc2ccccc2C(=O)OC)nc(SC)n1,18,-11,0,4,-25,0.0,-8,107,0,-18,1
CC(C)c1ccc(/C=C2\SC(=O)N(CC(=O)NC3C=CS(=O)(=O)C3)C2=O)cc1 (centres undefined),3,-1,2,2,-2,1.4,2,85,9,-3,3
Clc1ccc(C=NN2CCCCCC2)c(Cl)c1,1,6,-4,25,nt,0.1,3,95,21,-1,-2
C=CCn1c(N)c(C(=O)NCc2cccnc2)sc1=S,-15,5,-2,14,-2,0.7,-4,99,nt,15,-11
Cc1cccc(C(=O)N2CCCC(N3CCN(c4ccc(F)cc4)CC3)C2)n1 (centres undefined),18,-7,0,-4,-1,-9.2,-8,99,0,-18,-7
O=C(COC(=O)c1cccs1)Nc1cccc(S(=O)(=O)N2CCCCC2)c1,-10,0,-1,22,-9,0.0,6,97,-1,10,-15
COc1ccc(CN(C(=O)/C=C/c2ccco2)C2CCS(=O)(=O)C2)cc1OC (centres undefined),5,-3,3,18,-12,-0.7,0,nt,4,-5,-7
COCCCNC(=O)c1ccc(-n2nc(C(F)(F)F)cc2-c2cccs2)cc1,-42,-7,-1,28,46,-1.1,-8,nt,-16,42,-2
CCn1cc([N+](=O)[O-])c(C(=O)NCc2ccc3c(c2)OCO3)n1,nt,0,-3,3,-9,-1.0,-6,nt,3,nt,-1
Cc1ccc(C(=O)COC(=O)CCS(=O)(=O)c2ccccc2)cc1[N+](=O)[O-],1,-4,1,2,5,0.6,-4,90,-4,-1,-11
Cc1ccccc1C1C(C#N)=C(N)N(N(C)C)C2=C1C(=O)CC(C)(C)C2 (centres undefined),nt,2,-3,7,-15,-1.6,-4,97,0,nt,-4
COc1ccc(C(=O)NC(CC(C)C)C(=O)O)cc1OC (centres undefined),15,-1,-2,-5,-5,-2.4,2,107,-15,-15,-2
CSc1ccc(/C=N/n2c(Cc3ccc(Br)cc3)n[nH]c2=S)cc1,-1,6,7,2,-7,2.2,-10,106,2,1,-5
COc1ccc(CCNC(=S)NC(=O)c2c(-c3ccccc3Cl)noc2C)cc1OC,-13,nt,0,10,6,1.3,nt,95,nt,13,2
CCNC(=O)CN1C(=O)NC(CCc2ccccc2)C1=O (centres undefined),-7,-15,1,6,-10,1.3,-5,106,7,7,2
CCc1ccccc1NC(=O)CSC1=C(C#N)C(c2ccc3c(c2)OCO3)C2=C(CCCC2=O)N1 (centres undefined),-14,-8,23,7,11,0.2,6,91,1,14,0
O=C(CSCc1c(F)cccc1Cl)NCc1ccco1,19,3,7,-2,-9,3.4,-14,124,15,-19,-1
Cn1c(SCC(=O)NC2CC2)nnc1-c1cccc(NC(=O)c2ccccc2F)c1,12,2,2,0,8,0.4,-4,nt,-4,-12,-6
COc1ccc(-n2nc([N+](=O)[O-])c(=NCCC3=CCCCC3)n2O)cc1,-32,-6,7,37,nt,0.6,5,nt,28,32,-3
CCOc1ccc(/C=C\c2nc(O)c([N+](=O)[O-])c(=O)[nH]2)cc1OCC,16,-7,3,-1,1,1.0,7,103,-8,-16,2
Cc1cc(C)c2cc(C#N)c(N3CCCC3)nc2c1,-7,-7,-1,6,5,-0.8,5,94,-6,7,-16
CCOC(=O)C1=C(C)N(C)C(=O)NC1c1c(C)nn(-c2ccc(C)cc2)c1Cl (centres undefined),-15,-3,0,-2,9,0.1,0,80,3,15,-7
O=C(O)C(Cc1ccc(O)c([N+](=O)[O-])c1)N1C(=O)c2ccccc2C1=O (centres undefined),-6,-11,-1,0,nt,-2.8,-4,98,0,6,2
O=C(CCC(=O)N1CCOc2ccccc21)NCCCc1ccccc1,38,0,nt,3,17,0.1,-4,96,0,-38,-8
CC(=O)N1c2ccc(S(=O)(=O)NCC3CCC(C(=O)Nc4cc(C)ccn4)CC3)cc2CC1C (centres undefined),-28,-12,0,-6,-1,0.3,-4,nt,-21,28,-11
COc1ccccc1C(=O)N1CCN(c2ccccn2)CC1,1,5,1,3,8,1.4,-9,100,-17,-1,2
CCOC(=O)c1ccc(NC(=O)c2ccc(CN3CCOCC3)cc2)cc1,-34,-11,2,4,62,-1.2,-8,98,-15,34,-4
Cc1cccc(OP(=O)(Nc2c(C)n(C)n(-c3ccccc3)c2=O)Oc2cccc(C)c2)c1,56,-4,1,15,6,-0.6,-3,109,-9,-56,-2
CN1CCN(c2ncc3c(n2)CC(c2ccccc2F)CC3=O)CC1 (centres undefined),nt,1,8,1,4,-0.2,7,115,-4,nt,-6
CC(C)Cc1nnc(NC(=O)CCNC(=O)c2ccccc2Cl)s1,7,13,nt,-8,nt,-0.5,-3,98,-1,-7,1
O=C(c1ccccc1F)N1CCN=C1c1ccccc1,7,-13,-1,8,-1,-0.5,-5,117,-2,-7,6
COCCCn1c(Cc2csc(Nc3ccc(F)cc3)n2)nnc1SCC(N)=O,nt,-14,nt,10,317,-1.6,3,111,1,nt,-3
Cc1ccc(NC(=O)CN2C(=O)c3ccccc3C2=O)c(C)c1,6,1,18,-9,9,1.3,-2,112,nt,-6,1
O=C(C[n+]1ccccc1)Nc1ccccc1[N+](=O)[O-],3,3,-3,12,19,-1.2,4,117,nt,-3,6
CSc1ccccc1NC(=O)CSc1cccc[n+]1[O-],-7,0,-1,-8,-6,3.3,-2,97,16,7,2
CC1CC(C)CN(C(=O)CN2C(=O)NC(c3ccccc3)(c3ccccc3)C2=O)C1 (centres undefined),16,-2,34,-7,33,0.1,1,99,-6,-16,-11
Cn1c(=N)n(CC(O)c2ccccc2)c2ccccc21 (centres undefined),30,-2,-3,5,-3,1.2,1,115,0,-30,-3
Cc1cc(=O)c2c([nH]1)c(C)cc1[nH]c(C)c(C)c12,21,7,-1,-11,2,0.8,-6,101,-3,-21,-6
COc1cccc(CN(C)C(=O)c2cc(S(=O)(=O)NC3CCCCC3)ccc2C)c1,-23,3,38,18,-14,0.1,1,102,4,23,-10
COc1cc(O)c(C(CC(=O)N2CCCC2)c2cc(OC)c(OC)c(OC)c2)c(OC)c1 (centres undefined),31,4,nt,3,57,0.1,0,93,0,-31,-1
O=S(=O)(CCOc1ccccc1)c1nc2ccccc2[nH]1,12,-7,nt,-9,-13,-1.7,-9,nt,nt,-12,2
CC1CCN(C(=O)c2[nH]cnc2C(=O)N[C@@H](Cc2ccccc2)C(=O)OC(C)(C)C)CC1,15,-21,nt,4,-10,0.3,-10,104,0,-15,-3
COc1cccc(NC(=O)CSc2nc3ccccc3c(=O)n2C)c1,nt,4,-1,0,10,-0.1,3,113,20,nt,-8

# In the list so far, these contain a nitro group on carbon.
SMILES,SR-BI DiI-HDL act,PKA-R2B activ,NSD2 inh,Arrestin-AP2 inh,SUMO Mot1 rescue,CDK5 p35 inh,PKA-R1A activ,DSG3 Ab inh,MITF TRPM1 HTS,SR-BI HDL uptake,dFosB activator
CCn1cc([N+](=O)[O-])c(C(=O)NCc2ccc3c(c2)OCO3)n1,nt,0,-3,3,-9,-1.0,-6,nt,3,nt,-1
Cc1ccc(C(=O)COC(=O)CCS(=O)(=O)c2ccccc2)cc1[N+](=O)[O-],1,-4,1,2,5,0.6,-4,90,-4,-1,-11
COc1ccc(-n2nc([N+](=O)[O-])c(=NCCC3=CCCCC3)n2O)cc1,-32,-6,7,37,nt,0.6,5,nt,28,32,-3
CCOc1ccc(/C=C\c2nc(O)c([N+](=O)[O-])c(=O)[nH]2)cc1OCC,16,-7,3,-1,1,1.0,7,103,-8,-16,2
O=C(O)C(Cc1ccc(O)c([N+](=O)[O-])c1)N1C(=O)c2ccccc2C1=O (centres undefined),-6,-11,-1,0,nt,-2.8,-4,98,0,6,2
O=C(C[n+]1ccccc1)Nc1ccccc1[N+](=O)[O-],3,3,-3,12,19,-1.2,4,117,nt,-3,6
